Source: PubChem BioAssay (The Scripps Research Institute Molecular Screening Center)
TEAD-YAP block – TEAD-YAP interaction inhibition; inhibition, % at 9.12 µM; AID 1259422; HEK-TIYL cells, TEAD-Gal4/YAP UAS-luciferase luminescence; actives 1.4% (n = 640,000); in the data active = inhibition above about 32%;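 note: 0% = median of test compound wells and 100% = reference inhibitor wells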
MITF primary – human MITF inhibition, primary screen. AlphaScreen MITF homodimerization, bead proximity signal. inhibition, % at 2.6 µM. actives 0.91% (n = 650,000). AID 1259374; in the data active = inhibition above about 50%;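 note: 0% = vehicle wells with protein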
FBW7 act – activators of human E3 ligase FBW7; Q969H0; AlphaScreen FBW7–phospho-cyclin E peptide binding, activator screen; normalized activity (activation), % at 26.1 µM; actives 0.13% (n = 650,000); in the data active = normalized activity above about 1.9%;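 note: purified mutant Fbw7 with reduced substrate affinity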
Target sequence (Q969H0 whole entry, looked up): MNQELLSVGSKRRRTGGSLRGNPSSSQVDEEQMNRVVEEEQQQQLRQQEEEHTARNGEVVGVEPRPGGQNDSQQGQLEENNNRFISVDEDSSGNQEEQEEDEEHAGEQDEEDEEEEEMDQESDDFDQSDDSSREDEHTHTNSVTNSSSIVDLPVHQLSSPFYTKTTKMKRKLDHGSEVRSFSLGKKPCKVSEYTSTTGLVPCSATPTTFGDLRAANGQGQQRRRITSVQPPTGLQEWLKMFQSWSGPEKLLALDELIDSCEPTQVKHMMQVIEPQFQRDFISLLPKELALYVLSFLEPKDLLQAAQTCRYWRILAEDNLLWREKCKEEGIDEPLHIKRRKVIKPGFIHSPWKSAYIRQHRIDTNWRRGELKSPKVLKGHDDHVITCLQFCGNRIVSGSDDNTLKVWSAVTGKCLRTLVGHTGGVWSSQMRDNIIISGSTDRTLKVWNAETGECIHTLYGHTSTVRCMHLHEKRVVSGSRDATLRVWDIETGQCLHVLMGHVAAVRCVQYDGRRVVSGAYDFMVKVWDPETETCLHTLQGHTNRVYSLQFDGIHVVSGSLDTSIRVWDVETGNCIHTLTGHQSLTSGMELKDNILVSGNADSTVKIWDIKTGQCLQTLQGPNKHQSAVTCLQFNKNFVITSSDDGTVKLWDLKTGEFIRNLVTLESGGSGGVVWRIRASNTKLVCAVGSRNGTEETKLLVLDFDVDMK
GPR151 activ – human GPR151 activation; Q8TDV0; activation, % at 11.2 µM; actives 1% (n = 650,000); PathHunter beta-arrestin GPR151 cells, luminescence; in the data active = activation above about 4.9%;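 note: 0% = median of compound wells and 100% = cells with positive control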
Target sequence (Q8TDV0 whole entry, looked up): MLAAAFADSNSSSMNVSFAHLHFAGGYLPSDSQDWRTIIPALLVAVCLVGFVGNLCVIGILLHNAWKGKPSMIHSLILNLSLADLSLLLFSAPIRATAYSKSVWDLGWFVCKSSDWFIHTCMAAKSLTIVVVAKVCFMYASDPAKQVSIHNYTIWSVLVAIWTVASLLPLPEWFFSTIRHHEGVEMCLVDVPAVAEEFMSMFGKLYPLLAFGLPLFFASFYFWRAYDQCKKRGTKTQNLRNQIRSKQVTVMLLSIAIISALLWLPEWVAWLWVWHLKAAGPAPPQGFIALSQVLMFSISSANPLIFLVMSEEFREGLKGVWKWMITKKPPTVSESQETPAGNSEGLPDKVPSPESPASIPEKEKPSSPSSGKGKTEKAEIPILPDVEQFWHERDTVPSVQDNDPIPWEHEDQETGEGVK
Numbers without * were called inactive.

| structure | TEAD-YAP block | MITF primary | FBW7 act | GPR151 activ |
| --- | --- | --- | --- | --- |
| CCOc1ccc(NC(=S)NNS(=O)(=O)c2ccc(Cl)cc2)cc1 | -1 | 3 | 0.1 | -0.1 |
| CN(C)CCN1N=C(C(C)(C)C)Cn2c(cc3ccccc32)C1=O | 3 | 10 | 0.0 | 1.2 |
| O=C(NC(c1ccc(F)cc1)c1ccccn1)C1CCN(C(=O)N2CCOCC2)CC1 (stereo not drawn) | 2 | -7 | -0.2 | -0.9 |
| Cc1ccc(NC(=O)/C=C\C(=O)O)c([N+](=O)[O-])c1 | -2 | -1 | 0.2 | 0.0 |
| CN(C)c1ccc(/C=C/C=C2C(=O)c3ccccc3C2=O)cc1 | 3 | 3 | -0.1 | 1.4 |
| COc1ccc(C2CCN(CC(=O)N(C)C)CC2O)cc1 (stereo not drawn) | 5 | 3 | 0.4 | 0.2 |
| O=S(=O)(NCC(c1cccs1)N1CCc2ccccc21)c1ccc2c(c1)OCCO2 (stereo not drawn) | 0 | 2 | -0.1 | 0.2 |
| CCCN(CCC)CCCNC(=O)c1nn(-c2ccc(OC)cc2)c(=O)c2ccccc12 | 2 | 15 | 0.3 | -1.9 |
| COc1ccc(-c2ccc(=O)n(C[C@H](C)NC(=O)Cn3cnc4ccccc43)n2)cc1 | 14 | 13 | 0.3 | -0.7 |
| CC(=O)Nc1ccc(NC(=O)/C=C/C(=O)O)cc1 | 1 | 6 | 0.2 | 0.3 |
| O=C(c1cccn2c(=O)c3cc(Cl)ccc3nc12)N1CCN(c2ccccc2F)CC1 | -6 | -20 | 0.1 | 0.3 |
| Cc1ccccc1-n1nnnc1Sc1ccc([N+](=O)[O-])c2cnccc12 | 44* | -7 | -0.2 | 1.4 |
| COc1ccccc1N1CCN(C(=O)c2ccncc2)CC1 | 6 | -14 | -0.2 | -0.4 |
| Cc1c(Cl)cccc1NC(=S)N1CCOCC1 | 5 | 17 | 0.1 | -0.6 |
| COc1ccc(CNc2ncc(-c3ccccc3CN(C)C)n3ccnc23)cc1 | -11 | -13 | -0.5 | -0.3 |
| COc1ccc(-c2nn(-c3ccccc3)cc2C(=O)OCC(C)C)cc1OC | -23 | -13 | 0.0 | 1.4 |
| O=C(CSc1nccn1Cc1ccccc1)NC1CCCC1 | 0 | 6 | 0.1 | 4.0 |
| CC(=O)NC(CO)/C(=N/NC(N)=O)c1ccc([N+](=O)[O-])cc1 (stereo not drawn) | 1 | -4 | 0.0 | 0.9 |
| Cn1c(/C=C/c2ccccc2)c([N+](=O)[O-])c(=O)n(C)c1=O | 25 | -6 | -0.4 | -0.5 |
| CNC(=O)[C@@H]1C[C@H](NCc2ccc(OC)c(C)c2C)CN1Cc1ccccc1Cl | 9 | 12 | -0.1 | 0.5 |
| NC(=O)Cn1c(=O)n(CCCCC(=O)NCc2ccccc2Cl)c(=O)c2ccccc21 | 2 | 11 | 0.2 | 1.3 |
| COc1ccc(CN2CCC3(CCC(CNS(=O)(=O)C(C)C)O3)CC2)cc1 (stereo not drawn) | 0 | -3 | 0.0 | 6.3* |
| Cc1[nH][nH]c(=O)c1C(c1cccc(OC(=O)c2ccccc2F)c1)c1c(C)[nH][nH]c1=O | 5 | 1 | -0.5 | 0.1 |
| COc1ccc(CN2CCN(CCOCCOc3ccccc3)CC2)c(OC)c1OC | 6 | 75* | -0.6 | 0.2 |

The list goes on; it opens with the 7 that closed the last part.
| structure | TEAD-YAP block | MITF primary | FBW7 act | GPR151 activ |
| --- | --- | --- | --- | --- |
| CC(=O)NC(CO)/C(=N/NC(N)=O)c1ccc([N+](=O)[O-])cc1 (stereo not drawn) | 1 | -4 | 0.0 | 0.9 |
| Cn1c(/C=C/c2ccccc2)c([N+](=O)[O-])c(=O)n(C)c1=O | 25 | -6 | -0.4 | -0.5 |
| CNC(=O)[C@@H]1C[C@H](NCc2ccc(OC)c(C)c2C)CN1Cc1ccccc1Cl | 9 | 12 | -0.1 | 0.5 |
| NC(=O)Cn1c(=O)n(CCCCC(=O)NCc2ccccc2Cl)c(=O)c2ccccc21 | 2 | 11 | 0.2 | 1.3 |
| COc1ccc(CN2CCC3(CCC(CNS(=O)(=O)C(C)C)O3)CC2)cc1 (stereo not drawn) | 0 | -3 | 0.0 | 6.3* |
| Cc1[nH][nH]c(=O)c1C(c1cccc(OC(=O)c2ccccc2F)c1)c1c(C)[nH][nH]c1=O | 5 | 1 | -0.5 | 0.1 |
| COc1ccc(CN2CCN(CCOCCOc3ccccc3)CC2)c(OC)c1OC | 6 | 75* | -0.6 | 0.2 |
| O=C(NCCO)C(=O)NCC(c1ccco1)S(=O)(=O)c1ccccc1 (stereo not drawn) | 6 | 0 | -0.1 | 2.0 |
| O=C(O)c1cccc(NC(=O)c2cccc(S(=O)(=O)N3CCc4ccccc4C3)c2)c1 | -6 | -8 | 0.3 | -0.8 |
| C/C(=N/NC(=O)c1cccnc1)c1ccc(N)cc1 | -12 | 14 | 1.1 | -1.0 |
| Cc1cccc(-n2c(-c3cccc(F)c3)nn(Cc3cccnc3)c2=O)n1 | 0 | 8 | 0.0 | 0.0 |
| CN1CCN(CC(=O)Nc2nc3ccccc3s2)CC1 | -15 | 51* | -0.1 | -0.4 |
| Fc1cccc2c1NC(c1ccc(Br)cc1)C1CC=CC21 (stereo not drawn) | 19 | 1 | 0.0 | -0.4 |
| FC(F)(F)c1ccc(Nc2nc(Nc3ccc4c(c3)OCO4)c3[nH]cnc3n2)cc1 | 1 | 8 | 0.1 | -0.5 |
| N#Cc1ccc(N=Cc2cccc(O)c2O)cc1 | 5 | 13 | 0.3 | -0.2 |
| Cc1c(NC(=O)c2cccs2)cccc1NC(=O)c1cccs1 | -7 | -2 | -0.1 | -1.2 |
| CNC(=O)C1CN(CCS(=O)(=O)c2ccccc2)CCN1 (stereo not drawn) | 0 | 1 | 0.0 | -1.4 |
| Cc1cccc(Cn2c(C)c(CNCCc3cccs3)c(C(=O)O)c2C)c1 | 2 | 25 | 0.1 | 0.0 |
| Cc1cc(C)n(-c2nc(C)nc(C)c2I)n1 | 1 | 21 | 0.0 | 0.7 |
| Cc1csc2nc(CSc3nc4ccccc4o3)c(Br)n12 | -88 | 14 | 0.1 | -0.8 |
| O=C(CSc1nncc(=O)[nH]1)Nc1ccc(F)cc1 | 11 | -2 | -0.1 | 1.4 |
| COc1ccc(CCNC(=O)c2cccnc2SCC(=O)Nc2cccc(C(F)(F)F)c2)cc1OC | -12 | -2 | -0.1 | -0.6 |
| N#Cc1nc(-c2ccccc2)oc1N1CCC(C(N)=O)CC1 | 5 | 3 | 0.0 | 1.8 |
| COc1ccc(OC)c(/C=C2/C=C(c3ccccc3)OC2=O)c1 | 10 | 8 | 0.2 | -2.5 |
| CC1=CC2=NC(=O)/C(=C\c3cccn3CCCOc3ccc(C)cc3)C(=N)N2O1 | -20 | 13 | 0.2 | 1.6 |
| O=C(CN1CCC(c2nc3ccccc3[nH]2)CC1)Nc1ccc(F)cc1 | -4 | 5 | 0.1 | -1.4 |
| CCOC(=O)C1=C(C)N=c2s/c(=C\c3ccc(OC)cc3OC)c(=O)n2C1c1ccc2c(c1)OCO2 (stereo not drawn) | -8 | -11 | -0.1 | -2.0 |
| CCCCC(=O)N1CCCC(C(=O)OCC)C1 (stereo not drawn) | 4 | 13 | 0.1 | -1.2 |
| CCOC(=O)c1c(CN2CCOCC2)[nH]c(C(=O)OCc2ccccc2)c1C | 5 | 0 | 0.0 | 1.3 |
| CCN(CC)c1ccc2c(C)c(CN3CCOCC3)c(=O)oc2c1 | 4 | 5 | 0.4 | 2.1 |
| CC(=O)N1CCc2cc(C(=O)CN(C)Cc3ccccc3)ccc21 | -2 | 0 | -0.2 | 0.1 |
| Cc1cc(NC(=O)c2cc3nc(-c4ccc(Br)cc4)cc(C(F)(F)F)n3n2)no1 | 2 | -1 | 0.0 | 0.7 |
| Cc1ccc(S(=O)(=O)N2c3cc(C)ccc3C(C)(c3ccccc3)CC2(C)C)cc1 (stereo not drawn) | 13 | 11 | -0.2 | -0.1 |
| COc1ccc(C(=O)N2CCc3c(nc(N4CCCCC4)[nH]c3=O)C2)cc1OC | 14 | 12 | 0.4 | -1.8 |
| CCN(CC)c1ccc(C2C3=C(CC(C)(C)CC3=O)Nc3ccccc3N2C(=O)Cc2ccccc2)cc1 (stereo not drawn) | -3 | 3 | 0.0 | 1.5 |
| O=c1c2ccccc2nnn1CCCBr | 2 | -11 | 0.0 | 0.9 |
| CCCC(=O)N1c2c(C)cccc2C(Nc2ccccc2C)CC1C (stereo not drawn) | 9 | 17 | 0.3 | 0.3 |
| COc1ccc(Br)cc1/C=C1\N=C(c2ccc(Br)o2)OC1=O | -5 | 4 | -0.1 | -1.2 |
| COc1ccc(C2=NN(CC(=O)Nc3ccc(Br)cc3F)C(=O)CC2)cc1 | -7 | 6 | 0.0 | -0.6 |
| O=c1[nH]c(N2CCCCCC2)nc2c1CN(Cc1ccc3nccnc3c1)CC2 | -11 | -3 | -0.1 | -1.3 |
| CC(C)C(=O)Nc1ccc(C(=O)O)cc1 | 8 | 19 | 0.2 | -1.0 |
| COc1cc(C(=O)OCC(=O)NC2CCS(=O)(=O)C2)c([N+](=O)[O-])cc1OC (stereo not drawn) | -11 | -1 | -0.1 | -1.7 |
| Cn1c(=O)n(Cc2cc3c(cc2Cl)OCO3)c(=O)c2c1ncn2Cc1ccccc1 | -8 | -7 | -0.1 | -0.9 |
| COc1ccc(C(=O)CC2(O)C(=O)Nc3c(Br)cc(C)cc32)cc1 (stereo not drawn) | 12 | 6 | -0.2 | -2.5 |
| Cc1ccc(N2C(=O)C3C4C=CC(O4)C3C2=O)cc1 (stereo not drawn) | 1 | -12 | -0.1 | -0.8 |
| CCOc1ccccc1N(C)S(=O)(=O)c1ccc2[nH]cc(C(=O)N3CC(C)CC(C)C3)c(=O)c2c1 (stereo not drawn) | 0 | 4 | -0.3 | 1.4 |
| CCOC(=O)c1sc2nc(SCC(=O)c3ccccc3)n(Cc3ccc4c(c3)OCO4)c(=O)c2c1C | 0 | -16 | 0.1 | -0.8 |
| COc1cc(C(=O)OCC(=O)Nc2sc3c(c2C#N)CCCC3)c([N+](=O)[O-])cc1OC | 9 | -3 | -0.1 | -0.9 |
| O=C1CC(c2ccc(F)cc2)CC(O)=C1C=NCCN1CCNCC1 (stereo not drawn) | -2 | -9 | -0.3 | 0.8 |
| NC(=O)c1ccccc1OCc1nnc(-c2ccccc2Br)o1 | -42 | -2 | -0.1 | 2.1 |
| CC1CC(C)CN(S(=O)(=O)c2ccc(F)c(C(=O)Nc3ccc(F)c(F)c3)c2)C1 (stereo not drawn) | -4 | -20 | -0.1 | 0.1 |
| O=C(Cc1cccs1)Nc1nnc(SCC(=O)NC2CC2)s1 | -2 | -2 | 0.1 | 1.0 |
| Cc1cnc(Nc2cccc(N3CCOCC3)c2)cc1Nc1ccccc1C(N)=O | 26 | -6 | -0.5 | 0.9 |
| Cc1cc(C)n(CC(O)COc2ccc(OCC(O)Cn3nc(C)cc3C)cc2)n1 (stereo not drawn) | -2 | -5 | -0.1 | 1.5 |
| CCn1c(SCC(=O)N2CCCC2)nnc1-c1ccncc1 | -2 | -1 | 0.0 | -0.7 |
| C/C(=N\NC(=O)NC1CCCCC1)c1ccccc1C(F)(F)F | -9 | 7 | 0.0 | -0.7 |
| C=CCS(=O)(=O)N1CCCC(CNC(=O)COc2ccccc2OC)C1 (stereo not drawn) | -7 | -3 | -0.1 | -0.4 |
| Nc1ncnc(Sc2ccccc2)c1[N+](=O)[O-] | 10 | 3 | 0.0 | 1.4 |
| COc1ccccc1CNC(=O)CC1S/C(=N\N=C\c2ccccc2)NC1=O (stereo not drawn) | 10 | 20 | 0.2 | 1.9 |
| CCCC(C)c1nnc(NC(=O)CSCc2ccccc2)s1 (stereo not drawn) | 15 | 6 | 0.2 | 3.5 |
| Cc1cc(C)c2nc(NC(=O)c3ccc(C#N)cc3)sc2c1 | -4 | -27 | 0.1 | 1.3 |
| CC(=O)c1cccc(NC(=O)CC23CC4CC(CC(Br)(C4)C2)C3)c1 | -14 | -8 | -0.4 | 1.9 |
| CCCC(=O)c1c(NCCc2ccc(OC)c(OC)c2)cc(C)oc1=O | 1 | 28 | 0.4 | -2.4 |

The listing continues.
| structure | TEAD-YAP block | MITF primary | FBW7 act | GPR151 activ |
| --- | --- | --- | --- | --- |
| COC(=O)c1ccc(NC(=O)/C=C/c2c(F)cccc2Cl)cc1 | -15 | 8 | 0.0 | -1.4 |
| CCC(C)(C)NC(=O)[C@@H](NC(=O)c1ccc(OC)cc1)C(C)C | 12 | 11 | 0.0 | 0.7 |
| CCOC(=O)c1nnn(-c2nc(N3CCCC3)nc(N3CCCC3)n2)c1-c1ccccc1 | 1 | -1 | -0.1 | -0.8 |
| CCOc1ccc2c(c1)sc(=NC(=O)c1ccc(Oc3ccccc3)cc1)n2C | 5 | 15 | 0.0 | 1.0 |
| COc1cc(/C=C/c2[nH]c(=O)[nH]c(=O)c2[N+](=O)[O-])cc(Cl)c1O | 2 | 11 | -0.2 | -0.2 |
| COc1ccc(OC(C)C(=O)NCc2ccccc2OC)cc1 (stereo not drawn) | 1 | -3 | -0.1 | -0.9 |
| CCCc1cc(=O)n2[nH]c(NCc3ccccc3F)nc2n1 | 3 | 11 | 0.1 | 3.2 |
| CCOC(=O)CSc1nc2ccc(Br)cc2c(=O)n1C | 8 | -5 | -0.1 | 4.3 |
| Cc1cccc(C(=O)Nc2ccc(C(=O)OCC3CCCCC3)cc2)c1 | -1 | -1 | 0.0 | -1.1 |
| O=C(Nn1c(C2CCCCC2)nc2ccccc2c1=O)c1ccc(Br)cc1 | -2 | 10 | -0.3 | -1.8 |
| Cc1ccc(NC(=O)C2C3C=CC4(O3)C2C(=O)N(CCCN2CCOCC2)C4C(=O)NC2CCCCC2)cc1C (stereo not drawn) | -4 | 8 | -0.1 | -0.2 |

Rows were taken by chance (roughly 3.4% active in at least one column).
